Assay outcomes from PubChem BioAssay.
Granule exo inh: blocks lytic granule exocytosis | inhibition, % at 10 µM | 0.66% of 360,000 active | TALL-104 LAMP-1 surface exposure, flow cytometry; cells stimulated with thapsigargin and PMA;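 active = inhibition above about 55%, limit read from the data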
N-glyco inh: blocks N-linked glycosylation in D54 reporter cells | D54 ERlucT glycosylation luciferase reporter, 24 h; percent of 100 nM tunicamycin response | reporter increase, % at 12.5 µM | 0.23% of 360,000 active | AID 588692;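 active = mean luciferase reporter signal, scaled so untreated is 0 and the glycosylation-blocking control 100, at or above a set limit in every replicate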;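 also: luciferase carries N-glycosylation sites so blocking glycosylation raises the light; 0% = median of neutral control wells and 100% = median of 100 nM tunicamycin wells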
ABCB6 inh 2: blocks the human ABCB6 transporter; Q9NP58; K562-ABCB6 porphyrin accumulation, flow cytometry, 1 h; hits give low values; fluorescence ratio to DMSO, % at 10 µM; 0.19% of 360,000 active; AID 602162;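 active = fluorescence ratio to DMSO below 75%, the collection mean minus 3 SD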;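 also: signal is porphyrin accumulated inside mitochondria; 100% equals median channel fluorescence of DMSO control wells; lower ratio means ABCB6 inhibition with less porphyrin fluorescence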
H9c2 protect: myocardial damage modulation in H9c2 cells; H9c2 cardiomyocytes, H2O2 injury protection, ATPLite, 2 h; protection from H2O2 cell death, % at 20 µM; 0.63% of 360,000 active; AID 588492;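 active = compounds giving at least 50% protection of heart cells from peroxide-induced death in the single-dose screen, raw or plate-pattern-corrected value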;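 also: 0% = DMSO wells with peroxide and 100% = DMSO wells without peroxide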
ABHD5-PLIN5 inh: blocks binding of human ABHD5 to perilipin-5 | Split G. princeps luciferase complementation, luminescence, 4 h | inhibition, % at 4 µM | 0.78% of 360,000 active;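 active = inhibition above the mean inhibition across every tested compound plus 3 SD, cut at about 22% in these data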;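 also: 0% = DMSO only wells and the 100% control is not disclosed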
Target sequence (Q00G26 whole entry, looked up): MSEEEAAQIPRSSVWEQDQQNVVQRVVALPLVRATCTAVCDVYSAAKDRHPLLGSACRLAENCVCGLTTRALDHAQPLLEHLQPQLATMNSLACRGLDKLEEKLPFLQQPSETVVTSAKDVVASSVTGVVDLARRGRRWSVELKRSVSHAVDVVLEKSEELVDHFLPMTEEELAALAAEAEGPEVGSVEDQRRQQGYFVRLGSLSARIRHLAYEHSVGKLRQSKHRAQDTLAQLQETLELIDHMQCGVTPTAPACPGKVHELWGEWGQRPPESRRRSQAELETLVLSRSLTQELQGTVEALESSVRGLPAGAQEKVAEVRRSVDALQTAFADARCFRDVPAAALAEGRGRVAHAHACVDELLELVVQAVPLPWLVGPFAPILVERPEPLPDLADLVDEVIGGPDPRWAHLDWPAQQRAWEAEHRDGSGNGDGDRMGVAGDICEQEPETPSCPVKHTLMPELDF
Target sequence (Q8WTS1 whole entry, looked up): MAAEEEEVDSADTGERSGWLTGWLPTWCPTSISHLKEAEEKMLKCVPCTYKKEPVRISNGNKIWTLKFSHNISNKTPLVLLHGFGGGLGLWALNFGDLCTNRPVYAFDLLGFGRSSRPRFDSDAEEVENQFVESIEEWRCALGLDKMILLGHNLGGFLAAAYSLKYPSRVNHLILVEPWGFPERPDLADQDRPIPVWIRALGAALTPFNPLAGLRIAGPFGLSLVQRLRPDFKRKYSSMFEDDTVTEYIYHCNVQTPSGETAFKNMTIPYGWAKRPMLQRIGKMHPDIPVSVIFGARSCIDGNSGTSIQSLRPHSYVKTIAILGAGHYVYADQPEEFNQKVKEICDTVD
MC4R antag cAMP: human MC4R antagonism in cAMP assay. MC4R-expressing cells, MTII-stimulated cAMP, LANCE TR-FRET. P32245. AID 540295. inhibition, % at 6.5 µM. 0.48% of 360,000 active;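 active = inhibition above its plate's cutoff, the mean of tested wells on that plate plus 3 SD, cut at about 29% in these data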;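 also: 0% = Melanotan II alone and 100% = Melanotan II plus saturating MCL0020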
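Assay system: U2OS cells stably expressing human melanocortin 4 receptor (MC4R) / Dosing: 6.5 µM / Timing: compound 30 min, challenge 1 h, detection 1 h / Measured by: Eu-cAMP/anti-cAMP TR-FRET, emission 671 nm / Replicates: singlicate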
HTR2A ag: agonists of mouse serotonin 5-HT2A receptor (HTR2A); CHO-K1 mHTR2A beta-arrestin complementation, luminescence; percent of 30 µM serotonin response; activation, % at 7.6 µM; 0.66% of 360,000 active; AID 624169; P35363;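 active = activation above a run cutoff, the mean activation of all tested compounds plus 3 SD, cut at about 14% in these data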;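 also: 0% = plate median of compound wells and 100% = 30 µM serotonin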
hiPSC survival: increases survival of single human iPS cells; survival enhancement, % at 20 µM; hiPSC single-cell survival, ATPlite luminescence; 100% = ROCK inhibitor wells, 0% = DMSO; AID 602274; 0.044% of 360,000 active; in the data active = survival enhancement above about 18%;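 also: cells exposed to compounds for 16 hours before the ATP read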
aDG glyco act: alpha-DG glycosylation activation. Pro5-aDG cells, alpha-DG glycosylation AlphaScreen (IIH6); 0% Pro5, 100% B10-LARGE cell signal. 0.22% of 360,000 active. activation, % at 10 µM. AID 624168;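 active = activation of at least 8% versus controls, or a plate z-score of at least 8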;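 also: Pro5 are CHO cells carrying HIG-tagged alpha-DG that lacks glycosylation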
MC4R ag barr: human MC4R agonism via beta-arrestin. P32245. U2OS MC4R beta-arrestin complementation, luminescence; percent of melanotan II response, DMSO zero. activation, % at 8.9 µM. 0.98% of 360,000 active;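 active = activation above a per-plate cutoff, the mean activation of sample wells on that plate plus 3 SD, cut at about 8% in these data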
An asterisk follows results filed as active.

#	SMILES	Granule exo inh	N-glyco inh	ABCB6 inh 2	H9c2 protect	ABHD5-PLIN5 inh	MC4R antag cAMP	HTR2A ag	hiPSC survival	aDG glyco act	MC4R ag barr
1	COc1ccc(N2CCN(Cc3nc4c(c(=O)n(C)c(=O)n4C)n3C(C)C(C)=O)CC2)cc1 (stereo not drawn)	1	0	104	-4	8	-5	-1	-3.0	-0.1	-0.1
2	O=C(O)c1ccccc1NCN1C(=O)C2CC=C(Cl)CC2C1=O (stereo not drawn)	1	-2	97	0	-4	3	1	-2.0	0.0	-0.9
3	CCCNC(=O)C/C(C)=N/NC(=O)COc1ccc(C)cc1Br	0	2	99	-2	-3	-2	-1	1.5	-0.2	-0.6
4	Cc1ccc(-n2c(N)c(C(=O)Nc3c(C)n(C)n(-c4ccccc4)c3=O)c3nc4ccccc4nc32)cc1	-1	-1	106	1	-2	27	-3	0.0	1.2	8.1
5	COc1ccccc1CNC(=O)CCC(=O)N1CCOc2ccc(C)cc21	1	3	96	12	3	6	-7	-1.4	0.0	0.2
6	CCCOC(=O)c1ccc(Cl)c(NC(=O)c2ccc(-c3ccccc3)cc2)c1	-2	2	96	-8	-3	6	-2	-0.3	0.0	4.0
7	O=C(c1ccc(F)cc1)c1c[nH]c(C(=O)NCc2ccco2)c1	-1	-6	104	0	-1	-3	-5	-1.6	0.0	-1.0
8	Cn1c(CNC(=O)CCNC(=O)c2ccc(F)c(F)c2)cc(=O)n(C)c1=O	4	1	101	2	-1	-6	1	0.0	-0.5	0.7
9	Cc1c(C(=O)N2CCNCC2)oc2ccccc12	-5	0	103	2	5	3	3	-0.5	-0.2	-1.1
10	Cc1ccc2nc(Cl)cc(=O)n2c1	-5	-1	98	6	-7	7	-5	-1.1	0.2	1.0
11	COc1ccc(OC2C(=O)N(Cc3ccc4c(c3)OCO4)C2c2cccs2)cc1 (stereo not drawn)	4	-6	97	-4	-5	6	-4	-0.2	0.1	-1.5
12	COc1ccc(S(=O)(=O)N2CCCOC2CNC(=O)C(=O)NCCCn2ccnc2)cc1OC (stereo not drawn)	-4	-1	89	-1	-3	-2	-4	-0.4	0.2	-0.1
13	CC(NC(=O)c1ccncc1)c1ccc(Br)cc1 (stereo not drawn)	1	-1	95	-3	2	15	3	-0.5	-0.1	-1.1
14	N#Cc1cnn(-c2cccc(Cl)c2)c1N	0	2	101	-2	-1	15	-2	1.0	0.0	-2.9
15	CC1(C)CC(=O)C=C(NNC(=O)c2ccccc2)C1	0	2	105	6	3	1	-4	-0.4	-0.3	-1.4
16	Brc1cc2c(cc1C1OCCO1)OCO2	-1	0	97	1	-2	-3	5	1.5	0.2	-1.3
17	COc1ccc(C2CCCN2CC(O)COc2ccccc2C(C)C)cc1 (stereo not drawn)	63*	-4	100	-14	-2	5	-6	0.3	0.3	2.6
18	CC(C)(C)NC(=O)C1CC1(c1ccccc1)c1ccccc1 (stereo not drawn)	-1	-2	93	-8	-6	9	-1	1.4	0.0	-0.2
19	Cn1ncc(Cl)c1C(=O)N1CCN(c2cccc(Cl)c2)CC1	1	-3	100	-4	8	-8	0	-0.4	0.1	-3.8
20	O=c1c2ccccc2ncn1-c1ccc(Cl)cc1Cl	-6	-2	97	3	2	6	8	-0.6	0.0	-1.9
21	C=CCOc1ccc(C(=O)/C=C2/C(=O)Nc3ccccc32)cc1	13	11	96	-11	67*	-7	7	-0.4	0.6	-0.3
22	COC(=O)c1ccc(/C=N/N2CCN(Cc3ccc(C)cc3C)CC2)cc1	11	-2	95	-4	7	-3	18*	0.0	-0.2	5.9
23	COc1ccc(C(=S)N2CCOCC2)cc1OC(=O)c1ccccc1Cl	-15	2	98	0	0	2	-3	-0.4	-0.1	0.0
24	CC(=O)N1c2ccc(S(=O)(=O)N3CCC(C(=O)Nc4cccc(C)n4)CC3)cc2CC1C (stereo not drawn)	3	1	100	-14	11	3	3	-0.6	-0.1	-0.7
25	CCSc1nnc(SCC(=O)Nc2cc(C)on2)s1	1	1	94	5	5	9	-1	-0.1	0.0	0.9
26	CCCCC(=O)NC(=S)NNC(=O)CC#N	2	1	100	1	-9	9	1	-0.6	-0.1	-2.2
27	O=C(O)c1cc(-c2ccccc2Cl)n(-c2ccccc2)n1	9	4	89	2	1	-5	0	-0.5	-0.1	-1.5
28	CC(C)C[C@H]1CNC(=S)N1CC1CCCN1C[C@H](Cc1ccccc1)N1C[C@H](Cc2ccc(O)cc2)N(CC2CCCCC2)C1=S (stereo partly drawn)	-2	-8	103	-2	2	5	-7	-2.5	1.2	-1.6
29	O=[N+]([O-])c1ccccc1S(=O)(=O)N1CCSCC1	-3	-2	97	-4	-2	4	2	0.1	-0.1	-1.1
30	O=S(=O)(NCCc1csc(-c2cccnc2)n1)c1ccc(F)cc1	-10	-2	94	-2	-3	-1	-3	-0.5	0.3	-1.4
31	COc1ccc(N(CC(=O)Nc2ccccc2C(=O)N2CCCC2)S(=O)(=O)c2ccccc2)cc1	4	0	107	5	-4	-3	0	0.6	0.0	-2.7
32	COc1ccc(C(=O)CSc2nc3nn(-c4ccccc4)c(=O)c-3c3n2CCCCC3)c(OC)c1	-2	-3	95	1	2	8	9	0.7	-0.3	-0.9
33	COc1ccc(F)cc1S(=O)(=O)N1CCN(C(=O)c2ccco2)CC1	-5	4	103	-1	-3	1	-1	2.8	-0.1	-1.8
34	Fc1ccccc1-c1nc2ncccc2o1	-2	0	98	-5	5	18	3	-0.5	-0.4	-0.8
35	COc1ccc(CCNC(=O)C2CC(c3cccc([N+](=O)[O-])c3)=NO2)cc1 (stereo not drawn)	1	3	98	4	4	2	-3	-1.6	0.0	-1.8
36	COc1ccc(Cl)cc1NC(=S)NCCc1ccc(F)cc1	5	-1	98	1	6	0	-8	-0.5	0.3	0.6
37	Cc1cc2c(NC(=O)Nc3ccc(C(F)(F)F)cc3)cccc2nn1	5	7	98	-20	-16	-5	-7	-0.3	0.2	-0.7
38	CCCNC(=O)c1c(N)n(-c2ccc(S(N)(=O)=O)cc2)c2nc3ccccc3nc12	0	-2	99	2	-1	8	-1	11	0.1	0.8
39	COc1nc(NCCN2CCOCC2)nc(Nc2ccccc2)n1	2	1	96	1	2	2	-1	-3.5	-0.2	-1.4
40	C=CCn1c(SCc2ccc(OC)cc2)nnc1-c1cccnc1	-1	8	93	6	0	1	1	0.4	0.1	0.2
41	COC(=O)c1sc(NC(=S)NC(=O)c2cccc(C)c2)nc1C	2	1	104	-13	-1	7	5	1.0	-0.1	-1.8
42	N#Cc1c(Cl)nsc1NN	2	0	114	-5	-29	7	-2	-2.3	-0.8	-3.6
43	C=CCn1c(CC#N)nnc1N1CCOCC1	-4	2	99	0	8	1	4	-1.2	0.0	-0.8
44	CCN(C(=O)CSc1nc2ccc([N+](=O)[O-])cc2s1)C1CCS(=O)(=O)C1 (stereo not drawn)	-5	-1	104	-1	2	-1	3	-0.3	0.4	0.4
45	CC(C)COc1ccc(C(=O)NNC(=O)c2ccc(=O)[nH]c2)cc1	0	-2	102	-5	2	5	-4	-1.6	-0.4	-1.5
46	O=C(COc1ccc(S(=O)(=O)N2CCCC2)cc1)NCc1ccco1	2	-1	96	0	-5	6	2	0.5	0.0	0.0
47	O=c1c(Cc2ccccc2)c(O)c2cccc3c4c(n1c23)CCCC4	-4	-1	100	7	-1	13	2	-0.7	0.0	-1.5
48	Cc1nc2ccccc2c2oc(C(=O)N3CCc4ccccc4C3)cc12	29	0	90	41	4	2	4	1.3	0.2	-0.1
49	Cc1ccc2c(c1)C1CN(C)CCC1N2C(=S)Nc1ccc(OC(F)F)cc1 (stereo not drawn)	2	-3	104	2	-6	6	-12	-0.8	-0.1	-3.2
50	Cc1c(C)c2c(OCC(=O)NCCCO)cc3c(c2oc1=O)CCC(C)(C)O3	-11	2	93	2	-1	28	4	0.3	-0.1	-0.9
51	CN(c1ccccc1)c1nc(N)c([N+](=O)[O-])c(NCc2ccco2)n1	-2	-6	102	-7	-4	3	-5	7.3	-0.1	2.2
52	COc1ccccc1CN=Cc1[nH]c2ccc(Br)c(Cl)c2c1O	-1	4	129	3	-21	-6	2	-1.3	5.8*	-2.4
53	CCNC(=S)Nc1ccc2c(c1)c(=O)n(C)n2-c1ccc(C(C)(C)C)cc1	3	0	94	-11	-9	6	-4	-3.5	0.2	-1.4
54	COc1ccc(OC)c(CN2CCN(C(=O)c3ccc(S(=O)(=O)Nc4ccccc4F)cc3)CC2)c1	-4	0	94	-4	3	4	-5	1.1	0.0	0.8
55	CCCCN(C(=O)C1CC(=O)N(c2ccc(C)cc2)C1)c1c(N)n(CCC)c(=O)[nH]c1=O (stereo not drawn)	-10	2	92	1	-2	7	-2	-0.6	-0.2	-1.6
56	CC1Oc2ccccc2N(Cc2cccc(F)c2)C1=O (stereo not drawn)	2	3	100	-4	3	4	-1	0.9	-0.1	-0.6

Continued.
#	SMILES	Granule exo inh	N-glyco inh	ABCB6 inh 2	H9c2 protect	ABHD5-PLIN5 inh	MC4R antag cAMP	HTR2A ag	hiPSC survival	aDG glyco act	MC4R ag barr
57	Cc1ccc(NC(=O)Cn2cc(C(F)(F)F)cc(Cl)c2=O)cc1S(=O)(=O)N1CCCCC1	-1	-1	99	-8	-14	8	-5	1.4	0.1	-1.9
58	CCNC(=S)N1CCC(C(=O)c2ccc(F)cc2)CC1	-6	0	93	-4	-2	0	-7	2.2	-0.2	-1.7
59	Cc1cccc(-c2c3c(=O)n(C)c(=O)n(C)c3c3nnc4ccccc4n23)c1	-3	3	96	6	-1	4	2	-0.9	-0.3	-1.8
60	CC(C)=CC(=O)OCC(=O)Nc1cc(C)cc(C)c1	-7	-1	98	-1	-2	7	-3	0.7	-0.3	-0.6
61	Cc1ccc(C2CC(=O)C=C(NCc3ccccc3)C2)cc1 (stereo not drawn)	33	13	99	-2	5	0	-4	-0.7	0.1	-2.6
62	CCC(C)c1c(O)nc(SCC(=O)N2CCCCC2)[nH]c1=O (stereo not drawn)	-1	0	52*	-2	-1	-4	-1	-0.4	-0.1	-1.3
63	Cc1ccc(S(=O)(=O)N2CCCCC2CCNC(=O)C(=O)NCC2CCCO2)cc1 (stereo not drawn)	-2	0	103	4	-5	1	-7	0.7	-0.2	0.2
64	Cn1cc2ccc([N+](=O)[O-])cc2n1	-4	0	100	-1	0	1	-3	0.1	0.0	-1.7
65	Cc1ccc(CNC(=O)C(=O)NCC2OCCN2S(=O)(=O)c2ccc3c(c2)OCCO3)cc1 (stereo not drawn)	1	-2	97	-3	5	8	10	-1.0	-0.1	-0.4
66	CC1(C)CC(=O)C(C(c2ccncc2)C2C(=O)CC(C)(C)CC2=O)C(=O)C1	0	1	99	16	3	8	8	2.1	0.1	1.3
67	O=S(=O)(c1ccc(Br)s1)N1CCN(CCOc2ccccc2)CC1	4	-1	89	-9	-3	-6	-3	-0.3	0.1	-2.5
68	CS(=O)(=O)N(CC(=O)NC1CCCC1)Cc1ccc(Cl)cc1	4	1	84	4	5	2	-3	-1.8	0.2	-0.5

An unsorted share of the library (roughly 4.5% active in at least one column).
